Source: PubChem BioAssay (National Center for Advancing Translational Sciences (NCATS))
KCNH2 3.1 inh: KCNH2 3.1 (human) potassium channel inhibition | 0.95% of 340,000 active | U2OS KCNH2 3.1, thallium flux FluxOr; hits give low values | activity change, % (tested at about 1.8 µM) | AID 720553;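 active = maximum activity change below -70%; inconclusive = maximum activity change from -70% to -50%; inactive = maximum activity change above -50%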;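 note: thallium influx rate constant from kinetic fluorescence after stimulation buffer; % is set by controls: 0 for no effect and ±100 for the full control effect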
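Channel expression came from 3.1 mutant virus (1.77 x 10^8 /mL) applied to suspended U2OS cells for 4 h. Flux was tracked with FluxOr dye plus Red40 quencher, and kinetic rate constants normalized to controls.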
Coupling enz: coupling enzyme interference in Giardia aldolase counter-screen. coupling enzyme system counterscreen, AmpLite Red fluorescence. activity change, negative = inhibition, % at 58.2 µM, hits read low. 0.67% of 290,000 active; in the data active = activity change below about -30%; note: % is set by controls: 0 for no effect and ±100 for the full control effect
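Activity here indicates interference with the coupling reaction, not aldolase inhibition. Compounds at 57.5 uM final met coupling enzymes for 10 min at RT; substrate and AmpLite Red detection followed, with a 525/598 nm fluorescence read after 20 min.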
NPC1 prom act: NPC1 promoter activation. Huh7 NPC1 promoter luciferase reporter, 24 h. Potency, µM (highest dose often 9.22 µM), for inactives: at the highest dose activation, hits mostly activators. 2.4% of 320,000 active. AID 485313;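 note: potency is the fitted concentration of half-maximal effect; % of control where 0% means no effect; nearly all actives have a fitted effect of over 60% in size; reporter is driven by a mutant NPC1 promoter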
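Luminescence from an NPC1 promoter-driven luciferase reporter in stably transfected Huh7 cells was measured after 24 h compound treatment at 37 °C, followed by 10 min ambient incubation with luciferase detection reagent.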
RORgamma inh: blocks mouse ROR gamma transcriptional activity. P51450. Drosophila S2 Gal4-RORgamma UAS-luciferase reporter, 20 h. 5.4% of 310,000 active. Potency, µM (highest dose often 53.6 µM), for inactives: at the top dose activity change, negative = inhibition, hits mostly inhibitors. AID 2551; note: potency is the fitted concentration of half-maximal effect; % is set by controls: 0 for no effect and ±100 for the full control effect; nearly all actives have a fitted effect of over 60% in size
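Luciferase reporter read in Schneider cells carrying Gal4-RORγ (mouse) and UAS-Photinus luciferase; cells given compound 1 h before 700 uM copper sulfate induction, then incubated 20 h at ambient temperature.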
Tb PFK block: blocks T. brucei phosphofructokinase | T. brucei PFK, ADP-Glo luminescence | 0.17% of 330,000 active | Potency, µM (top dose mostly 57.5 µM), for inactives: at the top dose activity, negative = inhibition, actives largely listed as inhibitors;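 note: potency is the fitted concentration of half-maximal effect; 0% = uninhibited 1x PFK enzyme wells and -100% = no-enzyme wells; nearly all actives have a fitted effect of over 60% in size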
Target sequence (O15648 whole entry, looked up): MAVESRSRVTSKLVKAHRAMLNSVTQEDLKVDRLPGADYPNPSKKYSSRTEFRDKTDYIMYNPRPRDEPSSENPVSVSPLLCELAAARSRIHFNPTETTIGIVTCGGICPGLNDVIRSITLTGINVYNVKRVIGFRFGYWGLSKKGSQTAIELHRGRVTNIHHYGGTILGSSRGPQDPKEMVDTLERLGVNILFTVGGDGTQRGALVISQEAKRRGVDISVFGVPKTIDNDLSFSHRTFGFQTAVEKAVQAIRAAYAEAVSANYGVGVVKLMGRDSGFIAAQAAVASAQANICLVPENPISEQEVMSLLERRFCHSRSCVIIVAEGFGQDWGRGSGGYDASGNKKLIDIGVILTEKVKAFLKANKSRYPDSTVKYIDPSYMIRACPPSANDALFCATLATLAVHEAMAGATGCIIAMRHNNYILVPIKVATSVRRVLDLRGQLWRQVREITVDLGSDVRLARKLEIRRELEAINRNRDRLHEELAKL
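1.25 nM PFK with 0.5 mM F6P and 0.1 mM ATP in 0.1 M TEA pH 8.0, 5 mM MgCl2, incubated 45 min at room temperature; ADP measured by ADP-Glo luminescence; compounds titrated up to 57 uM.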
Giardia kill: kills Giardia lamblia; activity change, % at 7.66 µM, hits read low; 0.15% of 340,000 active; Giardia lamblia trophozoite viability; AID 540267; in the data active = activity change below about -80%; inconclusive = between about -30% and that limit;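 note: parasites exposed to compound for two days anaerobically before the ATP read; % is set by controls: 0 for no effect and ±100 for the full control effect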
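Media and compound were dispensed first, then trophozoites at 100 cells/well; plates sat 48 hrs at 37 deg C without oxygen before ATP luminescence reagent was added and read after 15-30 min at room temperature.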
ELG1 genotoxic: inducers of genotoxicity in HEK293T ELG1-luciferase cells; 1.3% of 330,000 active; Potency, µM (highest dose often 46 µM), inactives show at the highest dose activity change, positive = activation, actives largely listed as activators; HEK293T ELG1-luciferase reporter, luminescence, 16 h; AID 504466; note: potency is the fitted concentration of half-maximal effect; % of control where 0% means no effect; nearly all actives have a fitted effect of over 60% in size
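HEK293T cells expressing luciferase-tagged ELG1 were exposed to compound or DMSO vehicle for 16 hr at 37 °C and 5% CO2. Luciferase activity was then measured with ONE-Glo after 30 min at room temperature.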
Rab9 prom act: activates the Rab9 promoter; Huh7 Rab9 promoter-luciferase reporter, luminescence, 24 h; 2.8% of 320,000 active; Potency, µM (series often up to 9.22 µM), for inactives: top-dose activation, negative = inhibition, actives largely listed as activators; AID 485297; note: potency is the fitted concentration of half-maximal effect; % of control where 0% means no effect; nearly all actives have a fitted effect of over 60% in size
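Luciferase signal after 10 min detection reagent at ambient indicates Rab9 promoter upregulation; stably transfected Huh7 cells were treated 24 h with compound in DMSO at 37 °C, 5% CO2.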
Gal4-VP16 FLuc: Gal4-VP16 reporter inhibition counter-screen. Drosophila S2 Gal4-VP16 UAS-luciferase, luminescence, 20 h. Potency, µM (titrated, usually from 53.6 µM), for inactives: at the top dose activity, negative = inhibition, usual class: inhibitors. 3.5% of 310,000 active;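 note: Gal4-VP16 expression switched on by copper sulfate through the metallothionein promoter; potency is the fitted concentration of half-maximal effect; % is set by controls: 0 for no effect and ±100 for the full control effect; nearly all actives have a fitted effect of over 50% in size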
FLuc counter: counter-screen for miR-21 project: firefly luciferase inhibitors or activators. P08659. purified FLuc, Km substrates, luminescence inhibition. Potency, µM (top dose mostly 57.5 µM), inactives show top-dose activity change, negative = inhibition, actives largely listed as inhibitors. 6.9% of 360,000 active. AID 588342;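 note: potency is the fitted concentration of half-maximal effect; plate controls were vehicle for no effect and reference inhibitor for full effect; nearly all actives have a fitted effect of over 55% in size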
Target sequence (P08659 whole entry, looked up): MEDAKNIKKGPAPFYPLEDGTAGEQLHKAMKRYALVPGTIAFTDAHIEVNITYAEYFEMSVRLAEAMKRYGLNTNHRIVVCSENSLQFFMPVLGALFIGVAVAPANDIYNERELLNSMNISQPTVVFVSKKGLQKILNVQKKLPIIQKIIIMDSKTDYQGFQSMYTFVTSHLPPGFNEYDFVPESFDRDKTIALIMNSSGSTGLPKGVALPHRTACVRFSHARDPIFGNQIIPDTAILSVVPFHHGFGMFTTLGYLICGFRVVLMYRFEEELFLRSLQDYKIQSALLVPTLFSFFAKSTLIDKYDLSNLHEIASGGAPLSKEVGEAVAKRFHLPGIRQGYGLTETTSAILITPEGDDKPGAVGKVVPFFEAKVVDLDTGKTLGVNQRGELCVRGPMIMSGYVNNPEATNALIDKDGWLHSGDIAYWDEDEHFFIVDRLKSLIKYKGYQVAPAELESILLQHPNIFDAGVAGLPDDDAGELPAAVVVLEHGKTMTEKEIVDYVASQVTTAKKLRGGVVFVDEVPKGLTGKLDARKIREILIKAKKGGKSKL
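Purified P. pyralis luciferase (10nM final) with 10uM D-luciferin and 10uM ATP (Km levels) in 50mM Tris acetate pH 7.5, 10mM Mg acetate, 0.01% Tween-20, 0.05% BSA; qHTS 6-point titration, ~60 µM downward; luminescence read.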
uPA surface inh: blocks generation of uPA at the cell surface; 0.31% of 330,000 active; Potency, µM (series often up to 38.3 µM), for inactives: at the top dose activity change, negative = inhibition, hits mostly inhibitors; cell surface uPA generation assay, qHTS; active = well fitted inhibition curve with a large enough effect; inconclusive = small, poorly fitted or top-dose-only effect; inactive = no such curve, though single readings can be large or run the other way; tested in mouse RAW 264.7 cells; note: potency is the fitted concentration of half-maximal effect; % is set by controls: 0 for no effect and ±100 for the full control effect; nearly all actives have a fitted effect of over 55% in size
Numbers without * were called inactive; ? = inconclusive; . = not tested or not shown; & = joins results of further samples; [ ] = dose if it differs, or a comment. Unless noted, calls come from the whole dose curve; as a rule, active = well fitted curve in the direction sought with a large enough effect; inconclusive = small, poorly fitted or top-dose-only effect, or another doubt; inactive = no such curve, though single readings can be large; an effect the other way counts as inactive or inconclusive. Compounds were not picked by outcome. About 14% of those tested had a hit in this group.

SMILES | KCNH2 3.1 inh | Coupling enz | NPC1 prom act | RORgamma inh | Tb PFK block | Giardia kill | ELG1 genotoxic | Rab9 prom act | Gal4-VP16 FLuc | FLuc counter | uPA surface inh
O=C(Nc1ccc(-c2csc(-c3ccccc3)n2)cc1)c1ccccc1Cl | -19 | . | -4% | -10% | -5% | -1 | -2% | 1% | -18% | ? | ?
C=CCc1cccc(/C=N/NC(=O)CNc2cccc3ccccc23)c1O | -13 | -20 | 6% | 0.56µM* | -1% | 0 | 2% | -2% | 1.1µM* | -1% | -2%
O=C(OCc1ccccc1)c1cnc(Cl)c(Cl)c1 | -8 | 3 | -3% | -14% | -4% | -4 | 2% | 1% | 7% | ? | -1%
O=C1N(c2ccccc2)CCN1c1ccccc1 | 2 | 0 | 0.5µM* | ? | 2% | -21 | ? | 1.1µM* | -10% | 1.5µM* | ?
Cc1c(C)c2ccc(OCC(=O)NCCCN3CCCC3=O)cc2oc1=O | 14 | . | -3% | -18% | 0% | -15 | 10% | -4% | -2% | -7% | 2%
CCOc1ccc(NC(=O)CSc2nc3c(c(=O)n2-c2ccccc2OC)SCC3)cc1 | 23 | -3 | 1% | ? | -3% | -2 | 11% | -3% | 24% | -2% | 24%
COc1ccc(S(=O)(=O)N(CC(=O)NCC2CCCO2)Cc2ccccc2)cc1 (stereo not given) | -4 | 2 | -3% | -15% | 0% | 1 | 6% | -1% | -10% | 14% | 6%
Cc1ccccc1NS(=O)(=O)c1cc(C(=O)NCCC2=CCCCC2)ccc1Cl | -24 | 1 | -1% | 44% | 3% | 0 | -14% | -7% | -11% | 0% | .
Cc1ccc(S(=O)(=O)NCc2ccccc2)cc1C(=O)NC(C)c1ccc(S(N)(=O)=O)cc1 (stereo not given) | -10 | . | 1% | . | -1% | -13 | -1% | 2% | . | 7% | 2%
Cc1ccc2c(CN3CC(C)CC(C)C3)cc(=O)oc2c1C (stereo not given) | ? | 2 | 1% | 13% | 0% | 16 | 0% | -5% | -3% | -14% | -10%
COc1cccc(C2=NO[C@@H]3C(=O)N(Cc4ccccc4)C(=O)[C@H]23)c1OC | -11 | -9 | -2% | 1% | -3% | 2 | 2% | -7% | -7% | -8% | -3%
CCN1C(=NCc2ccc(OC)cc2)N[C@@H](c2ccccc2)C(C(=O)OC)=C1C | -25 | 1&3 | -4%&-7% | 0%&-16% | 1%&0% | -12 | 1% | -4%&0% | 1%&1% | 3%&-1% | -19%
CS(=O)(=O)c1ccc(C(=O)NCC2(N3CCCCC3)CCCCC2)cc1 | -2 | 0 | 0% | -11% | -1% | -1 | 4% | -16% | 3% | 3% | 3%
CCN(CC)C(=O)CC(c1ccc(F)cc1)c1ccc(OC(C)C)cc1 (stereo not given) | . | 0 | -3% | ? | 0% | . | -7% | 9% | -2% | 2% | .
Cc1cc2c(cc1S(=O)(=O)CCC(=O)NCCc1ccccc1)OCC(=O)N2 | 2 | 0 | -1% | -7% | 1% | -6 | 1% | 1% | 10% | 1%&-12% | 17%
CCCNC(=O)CC(NS(=O)(=O)c1ccc(OC)cc1)c1ccco1 (stereo not given) | 9 | -16 | -8% | 26% | -5% | 1 | -1% | 0% | ? | -4% | -3%
CCCCC(=O)Nc1ccc(C(=O)NCC(=O)OC)cc1 | -17 | 0 | -3% | -16%[0.365 µM] | -13% | 7 | -5% | -7% | . | 0% | .
CC1(C)CC(NC(=O)c2coc(=O)c(Br)c2)CC(C)(C)N1 | 5 | 2 | 9% | ? | 4% | -3 | ? | 12% | 0% | 2% | 1%
COc1ccc(C2CC(c3cccc(C(F)(F)F)c3)=NN2c2ccc(S(N)(=O)=O)cc2)cc1 (stereo not given) | -6 | . | . | . | 0% | -16 | -2% | . | . | . | ?
Fc1ccc(CNc2nc(-c3ccccc3)nc3ccccc23)cc1 | -1 | 0 | -3% | ? | 1% | -10 | -5% | 3% | -10% | 0% | 7%
CCN(CC)c1ccc(C(=O)NNC(=O)c2cccn2C)cc1 | 25 | . | ? | . | 2% | ? | ? | 3.5µM* | . | ? | -1%
COc1cccc(CNC(=O)COC(=O)c2nc(Cl)c(Cl)c(Cl)c2Cl)c1 | 15 | . | -2% | . | 0% | -7 | ? | -6% | . | 1% | -10%
Cc1ccc(NC(=O)CN(C)c2ccc(S(=O)(=O)N3CCCC3)cn2)cc1 | -7 | -2 | -1% | 3% | 3% | 7 | 0% | 1% | -18% | 2% | -12%
Cc1sc(NC(=O)/C=C/C(=O)O)c(C(N)=O)c1-c1ccc(C(C)(C)C)cc1 | 1 | 16 | 3% | ? | 0% | -10 | 1% | 2% | -10% | ? | -6%
Cc1noc(C)c1-c1ccc2ncnc(NC(C)c3ccco3)c2c1 (stereo not given) | . | 2 | 0% | ? | -1% | -1 | 16µM* | -2% | ? | 2% | ?

Next part.
SMILES | KCNH2 3.1 inh | Coupling enz | NPC1 prom act | RORgamma inh | Tb PFK block | Giardia kill | ELG1 genotoxic | Rab9 prom act | Gal4-VP16 FLuc | FLuc counter | uPA surface inh
O=C1CC(N(CCc2ccccc2)C(=S)Nc2cc(Cl)ccc2Cl)C(=O)N1c1c(Cl)cccc1Cl (stereo not given) | 30 | -2 | -9% | -27% | -5% | 8 | -8% | 2% | -6% | 0% | 15%
CSc1nc(-c2ccco2)nn1C(=O)c1ccc(Cl)cc1 | . | -1 | 0% | 5% | 0% | . | 0% | -4% | -1% | -1% | .
COc1ccc(O[C@H]2C=C[C@@H](c3ccccc3)O[C@@H]2COC(=O)CC/C(C)=N/OC[C@@H](O)COCc2ccco2)cc1 | . | -2 | -2% | ? | 3% | . | -5% | -7% | -1% | 9% | .
COC(=O)c1ccc(C)c(NC(=O)C2COc3ccccc3O2)c1 (stereo not given) | -5 | 0 | -3% | -2% | -3% | 5 | -3% | -1% | -1% | 7%[2.3 µM] | 6%
O=C(Oc1ccc(/C=N/Nc2nc(N3CCCCC3)nc(N3CCCCC3)n2)cc1)c1ccco1 | 7 | -2 | -1% | -20% | -4% | -18 | -1% | -11% | 2% | -8% | 17%
CC(=O)c1c(C)[nH]c(C(=O)OCC(=O)c2c(N)n(CC(C)C)c(=O)n(C)c2=O)c1C | -2 | . | -8% | . | -4% | -28 | 7% | -17% | . | -1% | -25%
O=C(NCC1CCCO1)c1ccc(N2C(=O)C3CCCCC3C2=O)cc1 (stereo not given) | 14 | 0 | 2% | 1% | 3% | -3 | -1% | 0% | -1% | 3% | 3%
Cc1cccc(NC(=O)c2ccc(C(=O)Nc3cccc(C)c3)nc2)c1 | -11 | -5 | 11% | -12% | 0% | -12 | -2% | 12% | ? | -12% | -11%
O=C(O)c1ccccc1CSc1ncn[nH]1 | -12 | 5 | 0% | -17% | -3% | -11 | 1% | 2% | 0% | 2% | 7%
Cc1ccc(Oc2nnc(-c3ccc(C)cc3)c3ccccc23)cc1 | -1 | 4 | 21% | 42% | -8% | 2 | 11% | 29% | ? | -4% | 2%
O=C(NCC(c1ccccc1)N1CCCC1)C1CCN(C(=O)Nc2ccccc2)CC1 (stereo not given) | 11 | . | 1% | . | 9% | -3 | 0% | -1% | . | -12% | 4%
Cc1ccc(O)c(NC(=O)CCCC(=O)O)c1 | -1 | 1 | 3% | 15%[10 µM] | 0% | 5 | 2% | 0% | 4% | 4% | -6%
CC1=CC(C)C2(CO)COC(c3ccc(O)cc3)C1C2C (stereo not given) | -2 | 2 | -3% | 16% | 2% | -1 | 0% | -2% | 11% | 0% | 1%
CN(C)C(=S)c1ccc(N(C)C)cc1 | 2 | 6 | 0% | -37% | -16% | 9 | 4% | -10% | 10% | -12% | 16%
Cc1cc(C)c2cccc(N)c2n1 | . | -11 | 0% | 0% | -7% | 0 | 1% | 1% | 2% | -1% | 1%
CCCN(C(=O)CSc1nc2c(cnn2-c2ccccc2)c(=O)[nH]1)C1CCS(=O)(=O)C1 (stereo not given) | 7 | -2 | -4% | -23% | 1% | 10 | 0% | -11% | 0% | 0% | 16%
CCCN1CCN(CCCNC(=O)c2ccc(NC(=O)C3=C(C)OCCS3)cc2)CC1 | 2 | . | -3% | -1% | -1% | 1 | 4% | -3% | -1% | 5% | 1%
CCOc1ccc(NC(=O)CSc2ccc(-c3ccccn3)nn2)cc1 | 4 | 3 | 1% | -22% | 1% | -17 | 15% | 0% | -11% | -8% | 1%
CC(/C=C\c1ccccc1)=C/C(=O)O | -17 | 6 | -2% | 44% | 3% | 7 | -3% | 4% | -4% | 3% | -4%

Only NPC1 prom act, Giardia kill and ELG1 genotoxic, for some of the entries so far:
SMILES	NPC1 prom act	Giardia kill	ELG1 genotoxic
CN(C)C(=S)c1ccc(N(C)C)cc1	0%	9	4%
Cc1cc(C)c2cccc(N)c2n1	0%	0	1%
